PfG6PD inh – PfG6PD enzyme inhibitors, primary screen, biochemical, fluorescence intensity, uHTS; glucose-6-phosphate dehydrogenase-6-phosphogluconolactonase (Plasmodium falciparum 3D7); PfGluPho enzyme, NADPH resazurin-diaphorase fluorescence; inhibition, % at 20 µM; hit rate 0.78% among 350,000; AID 504690, 2011;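 active = inhibition reaching at least a set limit at 20 µM in the primary screen, cut at about 59% in these data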;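 also: 0% = DMSO wells with substrate and 100% = DMSO wells lacking glucose-6-phosphate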
Apaf-1 inh – inhibitors of human Apaf-1 apoptosome, primary screen, biochemical, DEVD-Rh110 fluorescence, uHTS; inhibition, % at 20 µM; reconstituted apoptosome caspase-3 activity; hit rate 0.71% among 330,000; active = inhibition of at least 40% at 20 µM;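 also: plate controls were DMSO wells for no effect and DEVD-CHO caspase inhibitor wells for full effect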
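Material: reconstituted apoptosome with Apaf-1, cytochrome c, caspase-9, procaspase-3, dATP. Technique: Rh110 fluorescence intensity. Buffer or medium: pH 7.5 Hepes buffer with CHAPS, BSA, DTT. Times: 30 min plus 50 min, RT.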
SENP6 inh – SENP6 protease inhibitors, primary screen, biochemical, luminescence, uHTS | Sentrin-specific protease 6 (Homo sapiens), Q9GZR1 | Recombinant SENP6 catalytic domain, aminoluciferin luminescence | inhibition, % at 10 µM | hit rate 1.8% among 330,000 | AID 2599, 2010;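 active = inhibition above about 50% at the single tested dose, limit read from the data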;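 also: plate controls were DMSO wells with enzyme for no effect and DMSO wells lacking enzyme for full effect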
Target sequence (Q9GZR1 628-1112 limits assumed): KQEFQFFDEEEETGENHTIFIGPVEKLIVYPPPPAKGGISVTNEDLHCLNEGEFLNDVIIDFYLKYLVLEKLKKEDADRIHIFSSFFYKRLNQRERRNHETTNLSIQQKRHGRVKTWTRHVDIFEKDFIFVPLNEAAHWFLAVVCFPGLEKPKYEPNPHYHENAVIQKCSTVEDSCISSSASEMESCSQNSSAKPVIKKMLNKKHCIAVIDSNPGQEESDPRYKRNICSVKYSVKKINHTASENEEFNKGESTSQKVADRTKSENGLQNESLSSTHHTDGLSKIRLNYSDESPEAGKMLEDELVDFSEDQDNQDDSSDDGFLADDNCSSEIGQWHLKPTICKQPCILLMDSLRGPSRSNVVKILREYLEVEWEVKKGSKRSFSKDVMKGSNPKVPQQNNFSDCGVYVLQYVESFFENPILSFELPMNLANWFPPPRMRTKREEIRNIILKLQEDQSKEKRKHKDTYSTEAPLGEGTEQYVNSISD
HKDC1 inh – HKDC1 hexokinase inhibitors, primary screen, biochemical, fluorescence, uHTS; Q2TB90; inhibition, % at 20 µM; recombinant HKDC1, G6PDH/diaphorase resazurin coupled fluorescence; hit rate 0.16% among 340,000;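 active = inhibition above about 35% when tested at 20 µM, limit read from the data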;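 also: plate controls were DMSO wells with enzyme for no effect and DMSO wells lacking enzyme for full effect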
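Test system: recombinant HKDC1 (HK5) hexokinase enzyme, produced in-house / Doses: 20 µM test compound, 1% DMSO / Timing: 90 min, room temperature / Detection: G6PDH/diaphorase-coupled fluorescence, 1 mM NADP, 100 µM resazurin, 525/613 nm / Control set: DMSO wells with and without enzyme mix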
SENP8 block-1 – human SENP8 protease inhibitors, primary screen, biochemical, fluorescence, Nedd8 protein substrate, uHTS; recombinant SENP8; Sentrin-specific protease 8 (Homo sapiens), Q96LD8; hit rate 0.64% among 360,000; inhibition, % at 20 µM; AID 602440, 2012; in the data active = inhibition mostly above about 40%, no sharp cut-off; inactive = mostly below about 27%
Target sequence (Q96LD8 whole entry, looked up): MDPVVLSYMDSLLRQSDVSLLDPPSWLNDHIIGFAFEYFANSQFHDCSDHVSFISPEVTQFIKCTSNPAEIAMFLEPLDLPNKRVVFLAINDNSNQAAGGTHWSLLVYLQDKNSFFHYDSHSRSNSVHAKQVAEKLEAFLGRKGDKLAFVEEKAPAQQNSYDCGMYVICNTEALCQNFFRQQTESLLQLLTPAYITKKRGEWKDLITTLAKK
NALP3 yeast inh – NALP3 inflammasome inhibitors in reconstituted yeast, primary screen, luminescence, uHTS; Yeast reconstituted NLRP3/ASC/caspase-1, beta-gal luminescence, 24 h; inhibition, % at 10 µM; hit rate 0.39% among 330,000;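 active = inhibition of 50% or more; inactive = inhibition below 50%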;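 also: plate controls were induced DMSO wells for no effect and uninduced yeast grown without galactose for full effect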
SENP8 block-2 – SENP8 protease inhibitors, primary screen, biochemical, luminescence. Sentrin-specific protease 8 (Homo sapiens), Q96LD8. purified SENP8, Z-RLRGG-aminoluciferin cleavage. hit rate 1.2% among 330,000. inhibition, % at 10 µM. AID 2540, 2010; in the data active = inhibition above about 50%
SENP1 inh – human SENP1 catalytic domain inhibitors, primary screen, biochemical, FRET, uHTS; Sentrin-specific protease 1 (Homo sapiens), Q9P0U3; recombinant SENP1 catalytic domain, CyPet-SUMO1-YPet FRET cleavage; inhibition, % at 10 µM; hit rate 0.21% among 360,000; AID 624204, 2012;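 active = inhibition at least 30% at 10 µM, raw YFP signal under a set limit, fluorescence ratio 0.5 to 1.5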;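 also: 0% = enzyme with DMSO and 100% = no enzyme wells; some results filed as inactive read as strong as hits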
Target sequence (Q9P0U3 419-644 limits assumed): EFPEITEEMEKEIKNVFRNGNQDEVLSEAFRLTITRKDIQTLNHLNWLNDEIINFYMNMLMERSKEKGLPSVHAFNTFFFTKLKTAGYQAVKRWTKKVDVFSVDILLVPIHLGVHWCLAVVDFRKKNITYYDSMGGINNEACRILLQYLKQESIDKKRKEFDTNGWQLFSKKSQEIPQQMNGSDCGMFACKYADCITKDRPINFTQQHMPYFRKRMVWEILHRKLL
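Assay system: hSENP1 catalytic domain, recombinant. Amount: SENP1 enzyme, 20 pM final. Schedule: 50 min reaction, RT, dark. Technique: FRET, CFP and YFP emission. Control set: no-enzyme wells low, DMSO-plus-enzyme wells high control.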
SENP7 block – SENP7 protease inhibitors, primary screen, biochemical, luminescence, uHTS; Sentrin-specific protease 7 (Homo sapiens), Q9BQF6; recombinant SENP7, Z-RLRGG-aminoluciferin luminescence, 40 min; inhibition, % at 5 µM; hit rate 1.5% among 330,000; AID 434973, 2010;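 active = inhibition above about 50% at the single test dose, limit read from the data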;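 also: plate controls were DMSO with enzyme for no effect and no enzyme buffer wells for full effect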
The depositor's hits bear a star; . = not tested or not shown. This is a random part of the collection. Share with any hit: about 4.1%.

Keys – A = PfG6PD inh; B = Apaf-1 inh; C = SENP6 inh; D = HKDC1 inh; E = SENP8 block-1; F = NALP3 yeast inh; G = SENP8 block-2; H = SENP1 inh; I = SENP7 block
CC(Sc1nnc2c(n1)[nH]c1ccccc12)C(=O)N(C)C1CCCCC1 (stereo not given)
  A: 4	B: 30	C: -4	D: 5	E: 10	F: 14	G: -2	H: 0	I: -5

Cc1cccc(N2C(=O)CC(N3CCN(c4ccc(Cl)cc4)CC3)C2=O)c1 (stereo not given)
  A: -3	B: 8	C: 9	D: -8	E: 14	F: 10	G: 3	H: 1	I: 5

CC(C)=C1C2CCC1C(C(=O)Nc1cc(C)cc(C)c1)C2C(=O)O (stereo not given)
  A: -12	B: 7	C: 2	D: -6	E: -22	F: 8	G: 4	H: 2	I: -1

NS(=O)(=O)c1ccc(CNC(=O)/C=C/c2ccc(Cl)c(Cl)c2)cc1
  A: 13	B: 0	C: -13	D: -6	E: 8	F: 10	G: -3	H: 0	I: 1

C=CCNC(=S)N1CCC(C(=O)c2ccc(F)cc2)CC1
  A: -10	B: 2	C: -4	D: 3	E: 10	F: 1	G: 0	H: 1	I: -3

CC(=O)Nc1ccc(OC(=O)Oc2ccc(NC(C)=O)cc2)cc1
  A: -6	B: 5	C: -11	D: 1	E: 12	F: 0	G: -5	H: 3	I: -7

Cc1ccc(S(=O)(=O)N2CCCCC2)cc1C(=O)Nc1cccnc1
  A: 19	B: -3	C: 1	D: -1	E: 19	F: 7	G: 0	H: -1	I: 1

CCCSc1nnc(CNC(=O)C23CC4CC(CC(C4)C2)C3)n1Cc1ccccc1
  A: 8	B: 20	C: 5	D: -7	E: 17	F: 14	G: -5	H: 1	I: 0

CCOc1cccc(CN2CCCC(C(=O)Nc3cccc(-n4cccn4)c3)C2)c1 (stereo not given)
  A: 9	B: 3	C: -5	D: -1	E: 9	F: 12	G: -3	H: 2	I: 0

CC(=O)NC(NC(=S)Nc1c(C)n(C)n(-c2ccccc2)c1=O)C(Cl)(Cl)Cl (stereo not given)
  A: 17	B: .	C: .	D: -14	E: 14	F: .	G: .	H: 0	I: .

Reprinted at random: three records from the list
Keys – A = PfG6PD inh; B = Apaf-1 inh; C = SENP6 inh; D = HKDC1 inh; E = SENP8 block-1; F = NALP3 yeast inh; G = SENP8 block-2; H = SENP1 inh; I = SENP7 block
Cc1ccc(S(=O)(=O)N2CCCCC2)cc1C(=O)Nc1cccnc1
  A: 19	B: -3	C: 1	D: -1	E: 19	F: 7	G: 0	H: -1	I: 1

Cc1cccc(N2C(=O)CC(N3CCN(c4ccc(Cl)cc4)CC3)C2=O)c1 (stereo not given)
  A: -3	B: 8	C: 9	D: -8	E: 14	F: 10	G: 3	H: 1	I: 5

CC(C)=C1C2CCC1C(C(=O)Nc1cc(C)cc(C)c1)C2C(=O)O (stereo not given)
  A: -12	B: 7	C: 2	D: -6	E: -22	F: 8	G: 4	H: 2	I: -1

The listing continues:
Keys – A = PfG6PD inh; B = Apaf-1 inh; C = SENP6 inh; D = HKDC1 inh; E = SENP8 block-1; F = NALP3 yeast inh; G = SENP8 block-2; H = SENP1 inh; I = SENP7 block
CC(C)CC(=O)NC(=S)NNC(=O)c1cccc([N+](=O)[O-])c1
  A: -4	B: -12	C: 7	D: -21	E: 7	F: 19	G: -4	H: -2	I: 0

CCc1ccc(C2c3[nH]c4ccccc4c3CCN2C(=O)c2cc[n+]([O-])cc2)cc1 (stereo not given)
  A: -3	B: 12	C: -12	D: -2	E: 16	F: 3	G: -9	H: -14	I: -6

CCOc1ccc2nc(SCC(=O)NNC(=O)c3ccco3)c(C)cc2c1
  A: 10	B: -3	C: -13	D: 0	E: -4	F: 1	G: 6	H: 2	I: 0

COC(=O)c1ccc(COC(=O)c2cccn2C)o1
  A: 3	B: 2	C: -7	D: -5	E: 11	F: 33	G: -4	H: 2	I: 5

CCN(c1ccc(C)cc1C)S(=O)(=O)c1nnc(NC(=O)C(C)C)s1
  A: 11	B: 20	C: 12	D: 4	E: 12	F: 0	G: 6	H: 0	I: 2

CCOC(=O)C1CCN(CCC(=O)Nc2ccccc2Cl)CC1
  A: -8	B: 2	C: 1	D: 0	E: 11	F: -3	G: -2	H: 2	I: -9

Cc1ccc(N2C(=O)c3ccccc3C2(O)c2ccccc2)cc1 (stereo not given)
  A: -28	B: .	C: .	D: 10	E: 25	F: .	G: .	H: 1	I: .

O=C(Nc1ccc(Br)cc1)c1cccc(NC(=O)C2C3CC4OC(=O)C2C4C3)c1 (stereo not given)
  A: 1	B: -1	C: -7	D: 3	E: 5	F: 23	G: 0	H: 3	I: 1

C=CCNC(=O)c1cc2c(=O)c3ccccc3oc2nc1C
  A: -7	B: -3	C: 5	D: -2	E: -4	F: 3	G: 5	H: 8	I: -4

C=CCn1c(SC)nnc1-c1cccc([N+](=O)[O-])c1
  A: -1	B: 8	C: -21	D: -10	E: 1	F: -3	G: 4	H: 0	I: 8

Remaining list, next part
Keys – A = PfG6PD inh; B = Apaf-1 inh; C = SENP6 inh; D = HKDC1 inh; E = SENP8 block-1; F = NALP3 yeast inh; G = SENP8 block-2; H = SENP1 inh; I = SENP7 block
CCN(c1ccccc1)S(=O)(=O)c1ccc(OC)c(NC(=O)Cc2ccccc2OC)c1
  A: 9	B: 9	C: 7	D: 2	E: 0	F: 14	G: 10	H: 0	I: 3

C=CC[C@@H](CC(=O)N(CCO)Cc1ccccc1)C(=O)N[C@H](COC(=O)[C@H](CC=C)CC(=O)OC(C)(C)C)Cc1c[nH]c2ccccc12
  A: 29	B: 17	C: -11	D: 0	E: 5	F: 5	G: 3	H: 1	I: -3

CC(=O)N[C@@H](CS)C(=O)O
  A: 13	B: -10	C: -3	D: -7	E: 1	F: -5	G: 4	H: 2	I: 5

COC(=O)c1ccc(-c2csc(NC(=O)c3c(C)noc3C)n2)cc1
  A: 12	B: 2	C: -9	D: 0	E: -384	F: 18	G: -8	H: 1	I: -4

Cc1ccccc1-n1c(SCc2cc(=O)n3ccccc3n2)nc2[nH]ncc2c1=O
  A: 8	B: -3	C: -14	D: -6	E: -422	F: -7	G: -7	H: -4	I: 0

COc1ccc(Cc2nnc(SCC(=O)c3ccc4c(c3)NC(=O)CO4)o2)cc1
  A: 8	B: 6	C: -8	D: 3	E: 4	F: 1	G: 4	H: 2	I: 1

COc1cccc(C2C(C(=O)c3sc(C)nc3C)=C(O)C(=O)N2CCN2CCOCC2)c1 (stereo not given)
  A: -2	B: -13	C: -3	D: -2	E: 5	F: 12	G: -6	H: -4	I: 4

CCOCCOC(=O)COc1ccc2c(-c3ccccc3)cc(=O)oc2c1
  A: -7	B: 2	C: -12	D: 10	E: -17	F: 12	G: -14	H: -1	I: -1

CCOC(=O)C1CCN(S(=O)(=O)c2cc(Cl)c(C)cc2OC)CC1
  A: -3	B: -4	C: -22	D: -4	E: 33	F: 2	G: 3	H: 3	I: -1

O=C(C1CCCCC1)N1CCN(c2ccnc3cc(Cl)ccc23)CC1
  A: -2	B: 6	C: -12	D: 5	E: -50	F: 0	G: -4	H: 0	I: -6

(list continues)
Keys – A = PfG6PD inh; B = Apaf-1 inh; C = SENP6 inh; D = HKDC1 inh; E = SENP8 block-1; F = NALP3 yeast inh; G = SENP8 block-2; H = SENP1 inh; I = SENP7 block
COC(=O)C1(C)COP(=O)(NC23CC4CC(CC(C4)C2)C3)OC1 (stereo not given)
  A: -1	B: .	C: .	D: -2	E: 24	F: .	G: .	H: -2	I: .

N#Cc1cccc(NC(=O)CNc2cc(S(=O)(=O)N3CCOCC3)ccc2N2CCCC2)c1
  A: -4	B: 2	C: 4	D: 2	E: -9	F: 14	G: 12	H: -2	I: -6

O=C(NC1CCN(CC(=O)N(c2ccccc2)c2ccccc2)CC1)c1ccc([N+](=O)[O-])cc1
  A: -5	B: 5	C: -7	D: -7	E: 14	F: 20	G: -2	H: 3	I: 0

CC1(C)NC(C)(C)c2nonc2/C1=N\O
  A: 1	B: 9	C: -10	D: -7	E: 17	F: 6	G: -4	H: 0	I: 9

O=[N+]([O-])c1ccc2ccn(C3OCC(O)C(O)C3O)c2c1 (stereo not given)
  A: 14	B: -10	C: -16	D: 1	E: 10	F: 14	G: -3	H: -1	I: 0

CCCc1cc(=O)n2[nH]c(NCc3c(Cl)cccc3Cl)nc2n1
  A: -12	B: 1	C: -2	D: -6	E: 14	F: 4	G: 2	H: 0	I: -7

CC1=NN(c2ccccc2)C(=O)C1N=Nc1ccc(N)cc1 (stereo not given)
  A: 27	B: 23	C: 6	D: 7	E: 61*	F: 36	G: 11	H: 10	I: 11

CNc1c(N=Cc2cccnc2)c(=O)n(C)c(=O)n1C
  A: 15	B: 2	C: 15	D: -7	E: 22	F: 18	G: -2	H: -14	I: 0

CCOc1ccccc1N1CCN(C(=O)CC(C)(C)C)CC1
  A: -17	B: -7	C: 27	D: -3	E: 10	F: 18	G: 6	H: 2	I: 9

O=C(NCCNC(=O)c1ccccn1)c1ccc(F)cc1
  A: -17	B: 2	C: -19	D: -3	E: 12	F: 15	G: -1	H: 5	I: 8

New compounds follow
Keys – A = PfG6PD inh; B = Apaf-1 inh; C = SENP6 inh; D = HKDC1 inh; E = SENP8 block-1; F = NALP3 yeast inh; G = SENP8 block-2; H = SENP1 inh; I = SENP7 block
Cc1ccnc2nc(C(=O)NCc3ccccc3)nn12
  A: 10	B: -11	C: 27	D: 0	E: 14	F: 3	G: 3	H: 2	I: -5

CCOc1ncccc1C(=O)Nc1cc(S(=O)(=O)N2CCCCC2)ccc1Cl
  A: 7	B: -13	C: 11	D: -3	E: 8	F: 6	G: -1	H: -1	I: 5

Oc1[nH]c2ccc(Br)cc2c1N=NC(=S)Nc1ccc(F)cc1
  A: 9	B: -21	C: -21	D: -3	E: 22	F: 27	G: 2	H: 2	I: 4

Cn1c(=O)c2cn(-c3ccccc3)cc2n(C)c1=O
  A: -2	B: 0	C: -3	D: 0	E: -108	F: -4	G: -5	H: -2	I: 2

COc1ccc(C(=O)NC2CCN(Cc3c(F)cccc3Cl)CC2)cc1OC
  A: -18	B: 1	C: -36	D: -6	E: 12	F: -8	G: -7	H: 0	I: -6

O=C(O)c1cc(N2N=C(C(F)(F)F)/C(=C/C=C/c3ccco3)C2=O)ccc1Cl
  A: 27	B: .	C: .	D: 46*	E: -48	F: .	G: .	H: 33*	I: .

CC1(c2ccc(OC(F)F)cc2)NC(=O)N(CC(=O)Nc2cccc(S(N)(=O)=O)c2)C1=O (stereo not given)
  A: -8	B: -9	C: -8	D: -9	E: 3	F: -12	G: -5	H: 1	I: -4

Cc1ccccc1NS(=O)(=O)c1ccc(C(=O)N2CCC2)cc1
  A: -15	B: 5	C: -7	D: -4	E: 3	F: 10	G: -14	H: 1	I: -5

Source: PubChem (Sanford-Burnham Center for Chemical Genomics)
